Screening results (PubChem BioAssay)
TDP43 rescue – inhibitors of TDP-43 toxicity in yeast | Potency, µM (top dose mostly 46.1 µM), without a hit: top-dose growth rescue (activation), hits mostly activators | 410,000 compounds, 1.8% hits | TDP-43 expressing yeast growth rescue, BacTiter-Glo, 24 h; also: % of control where 0% means no effect; nearly all actives have a fitted effect of over 50% in size
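Luminescence from BacTiter-Glo reports growth of TDP-43-expressing yeast after 24 hr at 30 deg C with compound. Cells were raffinose-pregrown to mid-log, then seeded in galactose medium at OD600=0.02.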
HT1080 IDH1KD tx – HT-1080 IDH1 knockdown cell toxicity (counter line); HT-1080 IDH1 knockdown viability, ATP luminescence, 48 h; Potency, µM (titrated, usually from 46.1 µM), for the others: at the highest dose activity, negative = toxicity, hits mostly cytotoxic; 360,000 compounds, 2% hits;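 also: 0% = DMSO wells and -100% = cell-free medium wells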
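CellTiter-Glo luminescence after 48 h compound exposure at 37 degrees C of IDH1-knockdown HT-1080 cells in 5% FBS RPMI. %Activity scaled between DMSO wells and cell-free media wells, with curves fitted and assigned curve classes.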
GLP1R ag – agonists of human GLP-1 receptor | P43220 | HEK293 GLP-1R CRE-luciferase, luminescence, 4-6 h; cells express a hypersensitive GLP-1R form | Potency, µM (titrated, usually from 45.6 µM), inactives show top-dose activation, hits mostly activators | 380,000 compounds, 0.007% hits | AID 624172; also: % of control where 0% means no effect
Target sequence (P43220 whole entry, looked up): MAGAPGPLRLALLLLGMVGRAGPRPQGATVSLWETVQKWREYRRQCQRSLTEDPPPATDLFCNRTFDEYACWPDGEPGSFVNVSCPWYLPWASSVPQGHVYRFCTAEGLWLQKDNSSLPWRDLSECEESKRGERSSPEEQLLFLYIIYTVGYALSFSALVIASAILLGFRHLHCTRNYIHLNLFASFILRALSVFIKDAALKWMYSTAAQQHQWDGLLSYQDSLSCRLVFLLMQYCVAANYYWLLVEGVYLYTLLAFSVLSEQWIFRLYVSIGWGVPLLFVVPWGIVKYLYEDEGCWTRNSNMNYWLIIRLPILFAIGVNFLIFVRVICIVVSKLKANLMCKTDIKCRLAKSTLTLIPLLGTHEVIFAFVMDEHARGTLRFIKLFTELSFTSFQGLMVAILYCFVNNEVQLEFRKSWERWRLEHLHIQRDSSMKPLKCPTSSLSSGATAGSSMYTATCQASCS
HT1080NT lethal – kills 2HG-producing HT-1080-NT fibrosarcoma cells; HT-1080-NT fibrosarcoma viability, CellTiter-Glo ATP luminescence, 48 h; Potency, µM (series often up to 46.1 µM), inactives show top-dose activity, negative = less viability, most hits filed as cytotoxic; 360,000 compounds, 1.6% hits;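 also: NT is the 2HG producing partner of a matched IDH1 knockdown line; 0% = DMSO-treated cells and -100% = media-only wells without cells; nearly all actives have a fitted effect of over 55% in size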
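Fibrosarcoma NT cells, 750 per well in 5% FBS RPMI, were exposed to compound for 48 hours. Viability: CellTiter-Glo luminescence.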
SW480 rerep – induces DNA re-replication in SW480 colon adenocarcinoma cells; SW480 DNA re-replication, Hoechst DNA content imaging, 48 h; Potency, µM (top dose mostly 46.1 µM), without a hit: at the highest dose re-replication activation, most hits filed as activators; 340,000 compounds, 1.8% hits; AID 624297; also: % of control where 0% means no effect; nearly all actives have a fitted effect of over 55% in size
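DNA re-replication was detected as more nuclei of elevated Hoechst intensity after 48 hr exposure to compound (23 nL pinned per well of 250 cells).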
GLP1R inv ag – inverse agonists of human GLP-1 receptor; HEK293 GLP-1R CRE-luciferase, luminescence, 24 h; GLP-1R form is constitutively active; 410,000 compounds, 1.6% hits; Potency, µM (top dose mostly 38.3 µM), for inactives: at the top dose activity change, negative = inhibition, actives largely listed as inhibitors; also: % is scaled to controls: 0 for no effect and ±100 for the full control effect; nearly all actives have a fitted effect of over 55% in size
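Cells are plated, allowed 12 hours at 37 deg C, then treated with compounds for 24 hr before luciferase detection reagent is added and luminescence is read after 12 min at room temperature. The HEK293 line carries constitutively active GLP-1R with a cAMP-responsive reporter.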
HEK293 tox – cytotoxicity in counter-screen for GLP-1R inverse agonists; HEK293 cAMP-luciferase reporter cells, luminescence, 24 h; Potency, µM (top dose mostly 38.3 µM), for the others: top-dose activity change, negative = inhibition, actives largely listed as inhibitors; 410,000 compounds, 0.13% hits;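 also: loss of luciferase light is scored as toxicity; % is scaled to controls: 0 for no effect and ±100 for the full control effect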
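Cells in DMEM/10% Nu serum/1% pen-strep, 1536-well format. Pre-incubated 12 h, dosed with 23 nL compound, incubated a further 24 h. Luciferase detection, 12 min at room temp, luminescence.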
KB-3-1 tox – kills parental KB-3-1 adenocarcinoma cells. 400,000 compounds, 1.4% hits. KB-3-1 viability, CellTiter-Glo ATP luminescence, 72 h. Potency, µM (highest dose often 46.1 µM), without a hit: top-dose activity change, negative = cytotoxic, actives largely listed as cytotoxic. AID 1347075; also: % is scaled to controls: 0 for no effect and ±100 for the full control effect; nearly all actives have a fitted effect of over 60% in size
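Cells are dispensed, compounds pinned in, plates held at 37 °C for 72 h, then CellTiter-Glo is added and luminescence read after 10 minutes. Cell line: parental KB-3-1 in phenol-red-free DMEM, 10% FBS.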
KB-V1 MDR tox – kills drug-selected multidrug resistant KB-V1 cells; 400,000 compounds, 3.4% hits; KB-V1 MDR cells viability, CellTiter-Glo, 72 h; Potency, µM (top dose mostly 46.1 µM), inactives show at the top dose activity change, negative = cytotoxicity, actives largely listed as cytotoxic; also: % is scaled to controls: 0 for no effect and ±100 for the full control effect; nearly all actives have a fitted effect of over 60% in size
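Cells of the MDR subline KB-V1 are plated, dosed with compound at multiple concentrations, and incubated 72 h at 37 degrees C; CellTiter-Glo is then added and luminescence read after 10 min.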
Starred values were filed as active, the others as inactive; ? = inconclusive; nt = no result given; [ ] = remark or other dose. Calls follow the shape of the dose curve; as a rule, active = well fitted curve in the direction sought with a large enough effect; inconclusive = small, poorly fitted or top-dose-only effect, or another doubt; inactive = no such curve, though single readings can be large; an effect the other way counts as inactive or inconclusive. Potency is read from the fitted curve at half-maximal effect.

SMILES | TDP43 rescue | HT1080 IDH1KD tx | GLP1R ag | HT1080NT lethal | SW480 rerep | GLP1R inv ag | HEK293 tox | KB-3-1 tox | KB-V1 MDR tox
O=C(CN1C(=O)/C(=C/c2ccccc2F)Sc2ccccc21)NCC1CCCO1 (stereo not given) | 24% | -17% | 0% | -1% | ? | ? | 8% | -7% | 8%
CCOC(=O)C1=CCN(Cc2ccccc2)CC1 | -8% | 9% | -3% | 19% | 4% | -12% | -10% | 14% | ?
CC(C)N(C(=O)CSc1nnc(NC(=O)C2CCC2)s1)C(C)C | 0% | 2% | 7% | -11% | -7% | 11% | 17% | 1% | -25%
CCOC(=O)c1[nH]c(C)c(/C(O)=C2\C(=O)C(=O)N(CCN3CCOCC3)C2c2ccco2)c1C (stereo not given) | -16%[9.22 µM] | -4% | 4% | 12% | -6% | -12% | -13% | 12% | -8%
Cc1ccc(-c2ccc(/C=C3\SC(N4CCOCC4)=NC3=O)o2)cc1 | ? | 8.2µM* | 5% | 9.2µM* | 18µM* | 4.5µM* | 71%[activator] | -16% | -4%
Cc1ccc(/C=C2\SC(=S)N(CCC(=O)NNC(=O)c3cccc(O)c3)C2=O)cc1 | 4% | 0% | -3% | 1% | ? | ? | -12% | 3% | 6%
COCCNC(=O)CN(C(=O)CCC(=O)Nc1ccccn1)c1ccc(C)cc1C | 5% | 3% | -4% | 1% | -14% | 23% | 2% | 1% | 9%
O=[N+]([O-])c1cccc2c(S(=O)(=O)N3CCOCC3)cccc12 | ? | -20% | -4% | -7% | -2% | -21% | 0% | 0% | -16%
Cc1ccc(N2C(=O)c3ccccc3NC2(C(=O)O)c2ccccc2)cc1Cl (stereo not given) | 30% | ? | -5% | 0% | -7% | -24% | -1% | -1% | 15%
C/C(=N\NC(=O)c1cccc(S(=O)(=O)N2CCCC2)c1)c1ccc(OCC(=O)N(C)C)cc1 | -20% | 3% | 4% | 0% | -124%[inhibitor] | ? | 43%[activator] | -5% | -8%
CSc1cccc(NS(=O)(=O)c2ccccc2)c1 | 13% | -4% | -1% | -16% | -4%[9.22 µM] | -26% | -3% | -5% | 1%
Cc1ccc(Cc2c(C)nc3nc(SCC(=O)NCCCN4CCOCC4)nn3c2C)cc1 | 4% | 1% | 6% | -3% | 1% | -2% | 8% | -2% | 2%
N#Cc1ccc(-c2nc3c4ccccc4ccn3c2Cc2ccsc2)cc1 | 15% | -10% | -4% | -12% | nt | 21% | -5% | -11% | -13%
Cc1nnc(SCC2=C(C(=O)O)N3C(=O)C(NC(=O)Cc4ccccc4)C3SC2)s1 (stereo not given) | -2% | -1% | -5% | 8% | 1% | 4% | 1% | 2% | ?
CCOc1ccc(Cl)cc1CNCCNCCO | -10% | 2% | -10% | -5% | -8% | 4% | 2% | 2% | 3%
COCCOC(=O)C1=C(C)NC(=O)NC1c1cccc(F)c1 (stereo not given) | 5% | 11% | -7% | 16% | -1% | 8% | -3% | 13% | 0%
CC(=O)Nc1ccccc1NC(=O)c1ccccc1 | 9% | 10% | -2% | 8% | -81%[inhibitor] | -1% | -20% | 0% | 13%
O=[N+]([O-])c1ccc(NC2CCCCC2)nc1 | 8% | -6% | 14% | 7% | 2% | ? | -22% | 7% | 6%
O=C(Nc1ccccc1C(=O)O)c1cc(S(=O)(=O)NCc2ccccc2)ccc1Cl | -8% | 10% | -2% | 12% | -4% | 92%[activator] | -1% | -6% | -5%
Cc1cc(=O)oc(C)c1C(=O)OCC(=O)c1ccccc1 | 0% | 12% | 3% | 2% | 8% | 7% | 8% | -4% | 18%
COc1ccc(Nc2nc(N)c([N+](=O)[O-])c(NCc3ccccc3)n2)cc1 | 16% | -15% | 15% | -22% | -31%[inhibitor] | 14% | 15% | -14% | ?
Cc1ccc(C)c(NC(=S)NCC(c2cccnc2)N2CCOCC2)c1 (stereo not given) | -3% | 18% | 0% | 23% | 6% | 3% | -5% | 1% | -14%
CNc1ccccc(-c2ccc3ccccc3n2)c1=O | -40%[inhibitor] | -6% | 2% | -7% | 3% | -29% | 17% | -3% | -7%
CSc1ncccc1C(=O)Nc1nc2ccc(Oc3ccccc3)cc2s1 | 18% | -9% | 0% | -21% | -75%[inhibitor] | ? | -14% | 4% | -6%
COc1cccc(OCCCCN2CCCCC2)c1 | -13% | -14% | -8% | -4% | -3% | 0% | 8% | 0% | -27%
O=C(/C=C/c1cccc([N+](=O)[O-])c1)NCCN1CCOCC1 | -1% | 20% | -3% | -3% | -8% | -7% | 1% | 4% | -5%
O=S(=O)(c1ccccc1)c1cccc(S(=O)(=O)N2CCCCC2)c1 | 28% | 0% | -1% | -13% | 1% | ? | 1% | ? | ?
Cc1nn(CC(=O)Nc2cccc(S(N)(=O)=O)c2)c(C)c1[N+](=O)[O-] | 9% | 17% | 0% | 15% | -2% | 17% | 43% | -3% | ?
Cc1c(NC(=O)c2cccnc2Cl)c(=O)n(-c2ccccc2)n1C | -5% | 20% | 0% | 15% | 0% | 9% | 6% | -4% | 8%
O=C(NC(=S)N(CC1CCC1)CC1CCCO1)c1cccc([N+](=O)[O-])c1 (stereo not given) | 25% | -10% | -2% | 2% | -10% | -18% | -21% | 10% | ?

Some of these compounds in order of the SW480 rerep value, largest number first:
| mol | GLP1R ag | SW480 rerep | GLP1R inv ag |
| --- | --- | --- | --- |
| Cc1ccc(C)c(NC(=S)NCC(c2cccnc2)N2CCOCC2)c1 (stereo not given) | 0% | 6% | 3% |
| Cc1nn(CC(=O)Nc2cccc(S(N)(=O)=O)c2)c(C)c1[N+](=O)[O-] | 0% | -2% | 17% |
| O=C(NC(=S)N(CC1CCC1)CC1CCCO1)c1cccc([N+](=O)[O-])c1 (stereo not given) | -2% | -10% | -18% |

The results go on.
SMILES | TDP43 rescue | HT1080 IDH1KD tx | GLP1R ag | HT1080NT lethal | SW480 rerep | GLP1R inv ag | HEK293 tox | KB-3-1 tox | KB-V1 MDR tox
O=C(NC1CCCc2ccccc21)c1ccc(S(=O)(=O)N2CCOCC2)cc1 (stereo not given) | 6% | 1% | 15% | 0% | -5% | -14% | -7% | 0% | 7%
COc1cccc(-c2nc3ccc(C(=O)NC(C)Cc4cccnc4)cc3o2)c1 (stereo not given) | 7% | 0% | 5% | 3% | -22% | 10% | -6% | 24% | 0%
CCOc1ccccc1NC(=O)/C=C/C(N)=O | 9% | 2.8µM* | -1% | ? | -2% | ? | 0% | 4% | -6%
Cc1cccc(CN2CCN(Cc3cccc4nonc34)CC2CCO)n1 (stereo not given) | -12% | 2% | 8% | 2% | -12% | -7% | -9% | 0% | 5%
COC(=O)c1ccc(OCCOCCOc2cccc3ccc(C)nc23)cc1 | 23% | -1% | 3% | -5% | 1% | -24% | -8% | -19% | 15µM*
CCCCC(=O)N(c1ccc(OCC)cc1)C1C=CS(=O)(=O)C1 (stereo not given) | -15% | 9% | 0% | -9% | 1% | 7% | -4% | 0% | -22%
Clc1ccc(-c2nnc(-c3ccccc3)o2)c(Cl)c1 | 0% | 3% | -15% | 6% | -2% | 5% | 2% | -9% | ?
O=C(Nc1ccccc1C(=O)O)c1ccc2c(c1)C(=O)N(c1cccc([N+](=O)[O-])c1)C2=O | -2% | 16% | 5% | 14% | -7% | 2% | -4% | 7% | ?
O=C(NCCc1ccc(Cl)cc1)C1CCC(=O)N(C2CCCCCC2)C1 (stereo not given) | 11% | -8% | 1% | -9% | 15% | -43% | -2% | -3% | -13%
O=C(Nc1ccc(-c2nnc(-c3ccccc3)o2)cc1)c1ccc(Br)o1 | -7% | 12% | -2% | 22% | 15% | 6% | -1% | 6% | 4%
COc1ccc(-c2c(C(=O)O)nc3ccccc3c2C(=O)O)cc1 | -15% | -12% | -7% | 3% | 1% | -26% | 5% | 0% | -18%
COc1cccc(CN(C)C(=O)c2ccc(S(=O)(=O)N3CCCC3)cc2)c1OC | 2% | -6% | 1% | 6% | -12% | 0% | 6% | 3% | -7%
Cc1ccc(S(=O)(=O)NN=C2C(=O)C3CCC2C3Cl)cc1 (stereo not given) | 22% | 11% | -1% | 13% | -3% | -15% | -4% | 1% | -1%
CN1C(=O)/C(=C/c2ccc(OC(=O)c3ccco3)cc2)SC1=S | 22% | 18% | 4% | 2% | -1% | 4% | 11% | 9% | 0%
N#C/C(=C/c1cccc(O)c1)C(=O)NCc1ccc(Cl)cc1 | ? | ? | 5% | ? | 21% | 1% | -2% | -7% | 21%
CCOC(=O)c1ccc(NC(=O)CN2C(=O)C(=O)N(CC(C)C)C2=O)cc1 | -13% | -7% | -11% | -27% | -10% | 1% | 5% | -19% | 12%
O=C(Cc1cccs1)Nc1cccc(C(=O)Nc2ccc(C(=O)O)cc2)c1 | -14% | -1% | 1% | 23% | -2% | 8% | -4% | -8% | 8%
Cc1c(N(C)CS(=O)(=O)O)c(=O)n(-c2ccccc2)n1C | 25% | 8% | 3% | -20% | -1% | 0% | 3% | 0% | 11%
Cc1ccccc1NC(=O)CC(C)S(=O)(=O)c1ccc2c(c1)NC(=O)CO2 (stereo not given) | 2% | 21% | -1% | 2% | 12% | 5% | 5% | 3% | 18%
COc1ccc2[nH]c(C(O)(Cc3cccnc3)Cc3cccnc3)cc2c1 | 0% | 1% | -12% | -3% | -7% | ? | 0%[1.53 µM] | 6% | -20%
COc1ccc2cc(CCNC(=O)c3c(-c4ccccc4Cl)noc3C)c(=O)[nH]c2c1 | 20% | 3% | 3% | 6% | 0% | ? | -7% | 1% | -1%
CC(NC(=S)NNS(=O)(=O)c1ccc(C(C)(C)C)cc1)c1ccccc1 (stereo not given) | -1% | 8% | 6% | 16% | -3% | ? | ? | 1% | -6%

This is a random part of the collection; 9.4% or so of the library scored in one or more.
